Tau fibril FP: blocks human tau fibril formation measured by polarization; P10636; K18 P301L tau heparin fibrillization, Alexa594 FP, 6 h; Potency, µM (titrated, usually from 57.7 µM), for the others: top-dose activity, negative = inhibition, usual class: inhibitors; actives 0.39% (n = 280,000); further: nearly all actives have a fitted effect of over 55% in size
Target sequence (P10636 561-689 P618L limits assumed): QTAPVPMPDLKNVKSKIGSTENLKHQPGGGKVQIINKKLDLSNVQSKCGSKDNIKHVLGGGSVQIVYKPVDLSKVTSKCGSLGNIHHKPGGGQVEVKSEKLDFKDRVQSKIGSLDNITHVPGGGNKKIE
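Quantitative HTS format: compounds meet 15 uM recombinant K18 P301L tau and Alexa 594-tau tracer in 100 mM sodium acetate pH 7; 20 uM heparin triggers fibrillization at 37 C over 6 hr; FP gives the signal.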
Tau ThT inhib: inhibitors of human tau fibril formation, thioflavin T binding; recombinant tau K18 P301L, heparin-induced fibrillization, ThT fluorescence; Potency, µM (titrated, usually from 57.4 µM), inactives show at the top dose activity, negative = inhibition, most hits filed as inhibitors; actives 2.1% (n = 270,000); further: nearly all actives have a fitted effect of over 55% in size
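Heparin-induced fibrillization of the P301L-mutant K18 repeat-domain fragment of human tau was followed by ThT binding in quantitative high-throughput format.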
Tau fluor cs: counter-screen for tau fibril formation inhibitors; tau K18 P301L (four-repeat tau fragment) Alexa594 fluorescence, heparin fibrillization; Potency, µM (highest dose often 57.7 µM), inactives show at the highest dose activity change, negative = decrease; actives 0.93% (n = 280,000); further: nearly all actives have a fitted effect of over 55% in size
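Human K18 P301L tau (15 uM unlabeled plus 0.24 uM Alexa 594-labeled, final) in 100 mM sodium acetate pH 7 was mixed with compound and 20 uM heparin and incubated 6 hr at 37 C.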
* marks the source's active call; other numbers are inactive results; u = inconclusive. The call rests on the fitted dose curve; in most records, active means well fitted curve in the direction sought with a large enough effect; inconclusive means small, poorly fitted or top-dose-only effect, or another doubt; inactive means no such curve, though single readings can be large; an effect the other way counts as inactive or inconclusive. On the % scale 0 is the no-effect control and ±100 the full control effect; potency means the concentration at half of the fitted maximal effect.

Start of the listing, in advance (ten entries):
1) Cc1ccc(NC(=O)Cn2cc(S(=O)(=O)N3CCCC3)c(S(=O)(=O)N3CCCC3)c2)cc1F
2) O=C(Nc1ccc(F)c(Cl)c1)C1CCN(S(=O)(=O)c2ccc3[nH]c(=O)ccc3c2)CC1
3) CCOc1cc(S(=O)(=O)NCCc2c(C)[nH]c3ccc(C)cc23)ccc1F
4) Cc1cc(=O)oc2c3c(ccc12)OCN(Cc1ccccc1Cl)C3
5) Cc1ccc(-c2nnc(SCC(=O)c3ccc(Cl)cc3)n2-c2ccccc2)cc1
6) CCCC1=Nc2cc(C(=O)NC3CCCCC3)ccc2Sc2ccc(C)cc21
7) CC(=O)c1ccc(NC(=O)C2CCN(S(=O)(=O)c3ccc4[nH]c5c(c4c3)CCCCC5)CC2)cc1
8) CCc1c(C)sc2c1CCN(C(=O)Nc1ccccc1C(F)(F)F)C2c1ccccc1 (stereo not drawn)
9) CC(C)CC(=O)NCC(c1ccc2c(c1)OCO2)N1CCN(c2ccccc2F)CC1 (stereo not drawn)
10) COC(=O)c1ccc(OCC2c3cc(OC)c(OC)cc3CCN2C(=O)Cc2ccccc2)cc1 (stereo not drawn)
Screen / compound no.	1	2	3	4	5	6	7	8	9	10
Tau fibril FP	-19.2%	-14.2%	u	-0.3%	-5.5%	-6.5%	-1.0%	-1.2%	4.7%	2.9%
Tau ThT inhib	-1.1%	-0.6%	-7.9%	13.1%	9.7%	-6.6%	11.0%	-9.9%	-10.6%	-7.8%
Tau fluor cs	-27.3%	-27.3%	u	8.5%	7.0%	-3.6%	u	-4.6%	-15.7%	-9.5%

The listing (from the top)
1) Cc1ccc(NC(=O)Cn2cc(S(=O)(=O)N3CCCC3)c(S(=O)(=O)N3CCCC3)c2)cc1F
2) O=C(Nc1ccc(F)c(Cl)c1)C1CCN(S(=O)(=O)c2ccc3[nH]c(=O)ccc3c2)CC1
3) CCOc1cc(S(=O)(=O)NCCc2c(C)[nH]c3ccc(C)cc23)ccc1F
4) Cc1cc(=O)oc2c3c(ccc12)OCN(Cc1ccccc1Cl)C3
5) Cc1ccc(-c2nnc(SCC(=O)c3ccc(Cl)cc3)n2-c2ccccc2)cc1
6) CCCC1=Nc2cc(C(=O)NC3CCCCC3)ccc2Sc2ccc(C)cc21
7) CC(=O)c1ccc(NC(=O)C2CCN(S(=O)(=O)c3ccc4[nH]c5c(c4c3)CCCCC5)CC2)cc1
8) CCc1c(C)sc2c1CCN(C(=O)Nc1ccccc1C(F)(F)F)C2c1ccccc1 (stereo not drawn)
Screen / compound no.	1	2	3	4	5	6	7	8
Tau fibril FP	-19.2%	-14.2%	u	-0.3%	-5.5%	-6.5%	-1.0%	-1.2%
Tau ThT inhib	-1.1%	-0.6%	-7.9%	13.1%	9.7%	-6.6%	11.0%	-9.9%
Tau fluor cs	-27.3%	-27.3%	u	8.5%	7.0%	-3.6%	u	-4.6%

9) CC(C)CC(=O)NCC(c1ccc2c(c1)OCO2)N1CCN(c2ccccc2F)CC1 (stereo not drawn)
10) COC(=O)c1ccc(OCC2c3cc(OC)c(OC)cc3CCN2C(=O)Cc2ccccc2)cc1 (stereo not drawn)
11) COc1ccc2cc(CNc3ccc(C)cc3)c(=O)n(CC(=O)Nc3cccc(Cl)c3C)c2c1
12) O=C(CS(=O)(=O)c1cccc2nsnc12)N1CCN(c2ccc(F)cc2)CC1
13) COc1ccccc1CNC(=O)C(=O)NCC(c1cccs1)S(=O)(=O)c1ccccc1 (stereo not drawn)
14) COc1ccc(C(=O)NNc2ncnc3c2cnn3-c2ccc(C)c(Cl)c2)cc1
15) O=C(NCCc1ccccc1)c1ccc2c(c1)N(Cc1ccccc1Cl)C(=O)c1ccccc1S2
16) N#Cc1ccccc1NC(=O)C(=O)NCCc1csc(-c2ccc(C(F)(F)F)cc2)n1
Screen / compound no.	9	10	11	12	13	14	15	16
Tau fibril FP	4.7%	2.9%	14.1%	3.2%	-8.3%	-8.3%	-16.5%	-13.8%
Tau ThT inhib	-10.6%	-7.8%	4.2%	-7.7%	-4.7%	3.9%	-7.0%	-8.2%
Tau fluor cs	-15.7%	-9.5%	u	-7.2%	-15.4%	6.8%	-17.1%	-2.2%

17) COc1ccccc1NC(=O)CSC1=Nc2ccccc2N=C(c2ccc(F)cc2)C1
18) Cc1cccc(CC(=O)NC2CC(=O)N(c3cccc(F)c3)C2)c1 (stereo not drawn)
19) COc1ccccc1CNc1nccn(-c2ccccc2)c1=O
20) CCOC(=O)c1c(C)[nH]c(CCC(=O)Nc2ccccc2C(=O)OC)c1C
21) COc1ccc(-c2c(C)c3ccc(O)c(CN4CCN(CCO)CC4)c3oc2=O)cc1OC
22) O=C(Nc1cccc(C(=O)OCc2cc(=O)n3c4c(sc3n2)CCCC4)c1)c1ccccc1
23) O=C(Nc1ccc(C(F)(F)F)cc1)C1(c2cccs2)CCOCC1
24) O=C(CN1C(=O)CCSc2ccc(S(=O)(=O)N3CCCC3)cc21)Nc1ccccc1
Screen / compound no.	17	18	19	20	21	22	23	24
Tau fibril FP	-6.0%	-8.9%	-6.9%	5.3%	-1.3%	u	-11.9%	-6.7%
Tau ThT inhib	2.2%	-5.1%	-8.6%	u	3.5%	u	18.6%	-4.4%
Tau fluor cs	-10.3%	-4.5%	-8.9%	-26.4%	6.0%	u	-12.3%	-13.2%

25) O=C(NC1CC(=O)N(c2cccc(F)c2)C1)c1ccc(Br)o1 (stereo not drawn)
26) CCN(CC)S(=O)(=O)c1ccc2c(c1)N(CC(=O)Nc1ccc(F)cc1F)C(=O)C1CCCN21 (stereo not drawn)
27) COc1ccc(N2CC(NC(=O)c3cc4ccccc4o3)CC2=O)cc1OC (stereo not drawn)
28) O=C(CN1C(=O)C2(SCC(=O)N2c2ccccc2)c2ccccc21)Nc1ccccc1C(F)(F)F (stereo not drawn)
29) COc1ccc(N2CCN(C(c3ccccc3)c3sc4nc(-c5ccco5)nn4c3O)CC2)cc1 (stereo not drawn)
30) CC(=O)c1ccc(NS(=O)(=O)c2ccc3[nH]c(=O)[nH]c3c2)cc1
31) CC(NC(=O)Cn1ccc2cc(S(=O)(=O)N3CCCCCC3)ccc21)c1ccccc1 (stereo not drawn)
32) O=S(=O)(c1ccc2[nH]c3c(c2c1)CCCCC3)N1CCN(c2ccccc2)CC1
Screen / compound no.	25	26	27	28	29	30	31	32
Tau fibril FP	1.4%	4.1%	-0.4%	-0.5%	-3.8%	-0.1%	-1.0%	-7.0%
Tau ThT inhib	3.7%	-3.1%	-5.6%	-4.0%	u	u	14.3%	-3.9%
Tau fluor cs	1.7%	-14.2%	-6.2%	-9.5%	u	-19.6%	-14.8%	u

33) Cc1cccc(CNC(=O)Cc2ccc(NC(=O)N3CCCCc4ccccc43)cc2)c1
34) COCCNC(=O)c1cccc(Nc2nc3ccccc3n3nnnc23)c1
35) Cc1ccc(CNC(=O)C2CCC(CNS(=O)(=O)c3ccc4c(c3)CCCC(=O)N4)CC2)cc1 (stereo not drawn)
36) Cc1ccccc1-c1noc(-c2cc(-c3ccc(F)cc3)n[nH]2)n1
37) COc1ccc(C)cc1NC(=O)NCc1cccn1Cc1ccccc1
38) CC(C)(C)OC(=O)N1CCC(c2c(C(=O)N3CCN(c4ccccc4)CC3)cnn2-c2ccccc2)CC1
39) COc1ccccc1C(c1c(O)cc(C)n(Cc2ccco2)c1=O)N1CCCCC1 (stereo not drawn)
40) Cc1cccc(NC(=O)C2CCCN(S(=O)(=O)c3ccc4c(c3)CCCC(=O)N4)C2)c1 (stereo not drawn)
Screen / compound no.	33	34	35	36	37	38	39	40
Tau fibril FP	1.5%	-3.2%	-3.0%	u	-6.3%	1.9%	u	-9.8%
Tau ThT inhib	-11.1%	-6.3%	3.4%	3.7%	1.5%	-3.1%	u	-2.4%
Tau fluor cs	-4.0%	-6.7%	0.8%	-16.8%	-15.9%	-1.0%	-9.6%	-7.8%

41) O=C(NCCc1ccc(Cl)cc1)C(=O)NCC(c1cccs1)S(=O)(=O)c1cccs1 (stereo not drawn)
42) COc1ccccc1CNC(=O)c1ccc(N2Cc3cccc(OC)c3Oc3ncccc32)s1
43) Cc1ccccc1NC(=O)Cn1nc(-c2ccc(F)cc2)c2cnc3ccccc3c21
44) COc1ccc(Nc2ncc3c(n2)CCN(Cc2ccccc2C)C3)c(OC)c1
45) Cc1ccc(CSC2=Nc3ccccc3C3=NC(CCC(=O)NCc4cccs4)C(=O)N23)c(C)c1 (stereo not drawn)
46) CCn1c(=O)c2sccc2n2c(CCCC(=O)N3CCN(c4cccc(Cl)c4)CC3)nnc12
47) COc1ccc(CN(C(=O)COc2ccccc2OC)C2CCS(=O)(=O)C2)cc1 (stereo not drawn)
48) COc1ccc2c(c1)CC(NC(=O)Nc1ccc(Br)c(C)c1)CO2 (stereo not drawn)
Screen / compound no.	41	42	43	44	45	46	47	48
Tau fibril FP	-17.7%	6.3%	-14.4%	u	-4.4%	-7.9%	-6.1%	-9.3%
Tau ThT inhib	1.0%	-2.1%	-15.6%	u	-17.5%	-7.9%	-2.0%	3.7%
Tau fluor cs	-25.3%	-16.8%	-8.9%	u	-10.5%	-6.2%	-5.8%	1.2%

49) Cc1cccc(C(=O)Nc2ccc(OCc3cc(=O)n4ccc(C)cc4n3)cc2)c1
50) Cc1oc(-c2ccc(Cl)cc2)nc1CSCC(=O)NCc1ccccc1Cl
51) CC(=O)c1ccc(NC(=O)CN(C)S(=O)(=O)c2cc3c(cc2C)NC(=O)CO3)cc1
52) CC1=C(C(=O)Nc2ccccc2)C(c2ccc(C(=O)O)cc2)n2nc(SCC(=O)c3ccc(C)cc3)nc2N1 (stereo not drawn)
53) COc1cccc(Cc2nc3ccccc3nc2SCC(=O)NCCc2ccccc2)c1
54) COc1ccc(OC)c2sc(N(Cc3cccnc3)C(C)=O)nc12
55) COc1cccc(NC(=O)c2c(N3CCCC3=O)c3cc(C)ccc3n2C)c1
56) CCOc1ccc(CN2CCc3nc(N4CCN(c5ccccc5OC)CC4)ncc3C2)cc1OC
Screen / compound no.	49	50	51	52	53	54	55	56
Tau fibril FP	-8.4%	-0.6%	3.2%	3.0%	-3.2%	-9.0%	0.5%	6.0%
Tau ThT inhib	u	u	8.1%	7.9%	-7.6%	-6.7%	-6.2%	-18.1%
Tau fluor cs	-5.8%	-12.3%	-4.2%	-1.4%	-8.4%	-9.9%	-12.7%	0.0%

57) NC(=O)C1CCN(c2csc3ccc(F)cc3c2=O)CC1
58) COc1ccc(Cl)cc1C(=O)NCC(c1ccc(N(C)C)cc1)N1CCOCC1 (stereo not drawn)
59) Cc1ccc(CNC(=O)c2cc(-c3ccc(C)cc3)nc3n[nH]c(-c4ccc(F)cc4)c23)cc1
60) Cc1ccccc1NC(=O)CSc1ncc2c(n1)-c1ccccc1N(C)S2(=O)=O
61) Cc1ccc(NC(=O)CSc2nc3ccccc3c(=O)n2CCC(=O)NC2CCCCC2)cc1C
62) Cc1cc2n(n1)CCCN2C(=O)Nc1ccccc1F
63) CCOc1ccc(C(=O)NCC(c2ccc3c(c2)OCO3)N2CCN(c3ccc(F)cc3)CC2)cc1 (stereo not drawn)
64) O=C(Nc1ccccc1)c1cccc(S(=O)(=O)Nc2cccc(F)c2)c1
Screen / compound no.	57	58	59	60	61	62	63	64
Tau fibril FP	-1.3%	9.0%	-2.4%	u	0.7%	-10.2%	5.6%	u
Tau ThT inhib	-2.3%	u	5.9%	-3.0%	1.4%	0.0%	u	1.4%
Tau fluor cs	4.8%	-15.8%	8.8%	-16.3%	-10.2%	-4.9%	u	u

65) CCOc1ccc(NC(=O)C2CCN(S(=O)(=O)c3cc(-c4noc(C)n4)ccc3C)CC2)cc1
66) CCN(CC)c1ccc(NS(=O)(=O)c2ccc3c(c2)CCCN3C(C)=O)c(C)c1
67) O=C(CN1N=C(c2ccccc2)CCC1=O)NCc1ccc(F)cc1Cl
68) CCC(C)NC(=O)CN1C(=O)c2cccnc2Sc2ccccc21 (stereo not drawn)
69) CCOc1ccc(C(=O)Nc2nnc(SCc3cc(=O)n4ccccc4n3)s2)cc1
Screen / compound no.	65	66	67	68	69
Tau fibril FP	-13.2%	13.5%	-4.5%	7.9%	-1.2%
Tau ThT inhib	-3.7%	-13.9%	-7.3%	-10.0%	-15.9%
Tau fluor cs	-24.3%	-22.2%	-13.8%	-4.8%	-1.5%

Screening results deposited in PubChem BioAssay by National Center for Advancing Translational Sciences (NCATS).

Not all compounds are listed, so the mix of outcomes need not match the whole.
